# MT stabilizer – microtubule stabilizers in HeLa cells; HeLa tubulin immunostaining HCS, 24 h; share of cells brighter than vehicle mean+2SD; % tubulin-high responders, % at 10 µM; 200,000 compounds, 0.83% hits; AID 2205;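 active = plate Z-score above 3 for both tubulin-high and condensed-nucleus cell shares, with cell loss under 80%, at 10 µM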;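 also: anti alpha tubulin signal scored within the nucleus-defined area of each cell; some results filed as inactive read as strong as hits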
# Hep lipid drop – hepatic lipid droplet formation modulation. AML12 mouse hepatocytes, oleate lipid droplets, BODIPY imaging. inhibition, % at 6.5 µM. 240,000 compounds, 0.4% hits. AID 1656;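 active = lipid droplet intensity inhibited by at least 50%, with more than 500 cells counted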
#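 Material – mouse AML12 hepatocyte cell line, fixed after treatment · Compound dosing – one dose, 6.5 µM compound · Times – compound with oleate, overnight · Measured by – Image-based BODIPY and DAPI two-channel analysis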
# Autophagy mod – autophagy modulation, high-content screen; MEF GFP-LC3 puncta imaging; test concentration mostly 10 µM; calls only at 10 µM (by protocol); 190,000 compounds, 0.98% hits; AID 463193;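 active = percentage of spot-positive cells more than 3 SD above its plate mean, without a fluorescence outlier flag or 80% toxicity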;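 also: spot-positive cell cutoff set from DMSO-treated cells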
# Ins promoter up – MIN6 insulin promoter up-regulation; MIN6 insulin promoter-GFP reporter, high-content imaging; active compounds read high; z-score at 5 µM; 190,000 compounds, 0.3% hits; AID 1625;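 active = z-score above 3 at 5 µM with at least 500 cells counted in the well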
# XIAP displacement – XIAP antagonists, biochemical, IAP family, fluorescence polarization (AID 1018). XIAP BIR domain, fluorescence polarization peptide displacement; higher % means a stronger effect. one-dose displacement, % at 20 µM; IC50 in µM for titrated hits. 200,000 compounds, 0.007% hits; in the data active = displacement above about 50%; also: a part of the inactive calls stands beside numbers as strong as those of hits
# bCat nuc transl – alters nuclear translocation of beta-catenin in HeLa cells; 190,000 compounds, 0.3% hits; nuclear translocation activity, % at 5 µM; AID 1665; immunofluorescence imaging;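 active = nuclear translocation activity above 50% at 5 µM, with a well cell count of 50 or more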;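 also: per-cell ratio of nuclear to cytoplasmic median beta-catenin stain intensity; plate controls were DMSO negative control for no effect and GSK-3 inhibitor IX positive control for full effect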
#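 test system = HeLa cells, endogenous beta-catenin | dosing = single 5 µM dose plus 0.02–20 µM confirmation series | times = compound treatment 24 h, 37°C, 5% CO2 | technique = beta-catenin immunofluorescence imaging with DAPI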
# WT yeast gro inh – growth inhibition of WT yeast, mitochondrial fusion screen. mitochondrial fusion phenotypic screen, WT strain. inhibition, % at 10 µM. 190,000 compounds, 2.1% hits. AID 1362; in the data active = inhibition above about 58%; tested in S. cerevisiae
# Dynein cargo inh – blocks dynein driven cargo transport along microtubules; 3617.4 mouse cells, GR-EGFP nuclear translocation imaging; test concentration mostly 20 µM; stimulated with dexamethasone, 1 µM; active compounds read low; z-score, hits read low; 220,000 compounds, 0.47% hits; AID 1381;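 active = plate z-score of nuclear minus cytoplasmic receptor signal below a set negative limit, without overly bright fluorescence or cell loss, cut at about -3.5 in these data, passing the limit was not always enough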;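 also: z-score of nuclear minus cytoplasmic ring GR-EGFP intensity difference per well; some compounds called inactive have numbers as strong as hits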
#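 Medium: Induction medium lacking tetracycline, stripped serum | Probe or stimulus: 1.0 µM final dexamethasone stimulus | Schedule: 48 h induction, then 1 h compound, then 30 min agonist, 37 °C | Signal: Automated 10x imaging of fixed Hoechst-stained cells | Evaluation: Per-cell GR-EGFP intensity, nucleus versus surrounding cytoplasmic ring, well-averaged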
# ER stress rescue – protection against thapsigargin-triggered cell killing – 384-well, CSM14.1, ATP luminescence, primary screen (AID 1222); CSM14.1 thapsigargin-induced death rescue, ATP luminescence; higher % means a stronger effect; cellular ATP content (survival), % at 20 µM; hits with a dose series show EC50 in µM; 190,000 tested, under 10 active;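 active = EC50 below 50 µM in the dose-response confirmation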;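 also: death triggered by thapsigargin at about 15 µM added after 2 h compound pretreatment; cell ATP read after overnight thapsigargin exposure of roughly 18 to 22 hours; normalized against plate controls of thapsigargin alone and 5% DMSO vehicle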
# WT yeast gro inh mutant strain – also measured in WT yeast gro inh; calls as there; inhibition, %; mitochondrial fusion phenotypic screen, mutant strain inhibition
# Dynein cargo inh cytoplasmic EGFP – recorded beside Dynein cargo inh, whose call it bears; z-score; measured here: cytoplasmic GR-EGFP intensity; active compounds read high
# Dynein cargo inh nuclear GR-EGFP – also measured in Dynein cargo inh; calls as there; z-score; measured here: nuclear GR-EGFP intensity;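 lower value marks the stronger effect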
# Dynein cargo inh cell count – recorded beside Dynein cargo inh, whose call it bears; z-score; measured here: cell count per field
# Ins promoter up cell count – further read-out of Ins promoter up, marked with its call; cell count; measured here: cytotoxicity, nuclei count;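 total cells summed across four imaged fields per well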
# Hep lipid drop cells 6.5 µM – further read-out of Hep lipid drop, marked with its call; cell count; measured here: cell count, cytotoxicity flag;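 cells counted across two imaged fields per well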
# bCat nuc transl cell count 5 µM – second read-out of bCat nuc transl, no call of its own (marks repeat the call); cell count; measured here: cell count, cytotoxicity flag
# MT stabilizer Hoechst-high % – recorded beside MT stabilizer, whose call it bears; % Hoechst-high responders; measured here: nuclear condensation Hoechst responders;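 share of cells brighter than vehicle mean plus two SD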
# MT stabilizer cytotoxicity % – further read-out of MT stabilizer, marked with its call; toxicity, %; measured here: cytotoxicity by cell density;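 0% = mean cell density of plate MIN control wells and 100% = no cells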
# Autophagy mod cell loss 18 h – recorded beside Autophagy mod, whose call it bears; toxicity, %; measured here: cell loss, nuclei count;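 cell loss after 18 h compound exposure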
# * hit, by the source's call; i = inactive; / = no result given. Compounds were not picked by outcome; overall some 4% were active at least once.
SMILES,MT stabilizer,MT stabilizer Hoechst-high %,MT stabilizer cytotoxicity %,Hep lipid drop,Hep lipid drop cells 6.5 µM,Autophagy mod,Autophagy mod cell loss 18 h,Ins promoter up,Ins promoter up cell count,XIAP displacement,bCat nuc transl,bCat nuc transl cell count 5 µM,WT yeast gro inh,WT yeast gro inh mutant strain,Dynein cargo inh,Dynein cargo inh cytoplasmic EGFP,Dynein cargo inh nuclear GR-EGFP,Dynein cargo inh cell count,ER stress rescue
CC[C@H](C)C(C(=O)N1CCN(C(=O)OC(C)(C)C)CC1)n1cc(C(CC(C)C)NC(=O)OC(C)(C)C)nn1 (stereo partly drawn),3.4,2.0,10.4,-5.3,722,i,3.1,/,/,-10.9%,-2.7,1088,8.9,15.5,1.11,-0.187,1.13,-1.76,-0.5%
Cc1ccc(Cn2nnnc2CN2CCC(NC(=O)c3ccccc3F)CC2)cc1,2.8,1.5,7.4,/,/,i,6.2,-0.18,1373,-1.2%,2.2,1438,-6.1,-3.4,-0.684,-0.224,-0.96,-0.449,-2.2%
COc1ccc(CCNC(=O)c2ccc(Cl)cc2Cl)cc1,3.1,1.9,5.4,-9.1,782,i,-3.2,-0.35,871,-4.7%,-2.0,1136,2.3,-7.3,0.102,0.399,0.462,0.308,-2.3%
CCOc1ccccc1N(CC(=O)Nc1ccc2c(c1)OCO2)S(C)(=O)=O,4.8,3.2,3.6,/,/,i,10.3,-0.21,1268,-4.2%,-5.0,771,4.1,2.3,0.223,-0.116,0.146,0.562,-0.5%
COc1cc(C(N)=O)ccc1OCc1ccccc1,1.1,1.0,11.9,5.1,758,i,-9.0,1.66,1143,-5.0%,4.6,1039,19.3,41.6,-0.103,0.119,0.256,0.275,-2.3%
Cc1nn(C)c(Oc2ccccc2)c1CCNS(=O)(=O)c1ccccc1,1.6,2.2,6.2,-48.0,575,i,5.8,0.42,1920,-6.3%,-5.9,1151,0.8,-14.6,/,/,/,/,-1.2%
Cc1cc(NC(=O)Nc2ccc(F)cc2)no1,3.1,1.1,4.2,/,/,i,0.8,1.05,1420,-3.3%,-1.4,1379,4.1,15.8,0.0134,-0.144,-0.609,0.187,-0.4%
CCC(CCC(=O)Nc1ccc(S(N)(=O)=O)cc1)C(=O)O (stereo not drawn),2.3,1.4,9.2,-0.4,690,i,-2.2,0.78,1902,-9.4%,-1.9,1064,2.1,-10.1,-0.874,-0.222,-0.429,0.574,-0.4%
O=C(O)CCCNS(=O)(=O)c1ccc2ccccc2c1,2.5,1.0,2.5,/,/,i,2.6,-0.08,967,-4.4%,-1.5,798,-26.6,-1.3,-1.1,-0.163,0.113,0.0339,-1.6%
CCc1nc2ccccc2c(C(=O)Oc2cccc3cccnc23)c1C,2.8,1.7,5.8,/,/,i,6.5,-1.08,1349,-3.4%,-0.5,993,0.3,-133.5,-1.49,0.0123,-0.988,-4.53,1.2%
COc1ccc(CNC(=O)CCOc2ccc(C(C)(C)C)cc2)cc1,2.9,1.5,8.7,-13.7,803,i,-8.1,/,/,-0.2%,-9.2,1048,0.7,-21.6,1.69,0.00143,1.26,-0.947,0.9%
CC1CCN(S(=O)(=O)c2cccc(C(N)=O)c2)CC1,3.6,2.6,11.8,-17.3,773,i,-20.8,1.51,1167,-7.2%,-5.2,514,3.5,-9.0,0.599,0.695,0.957,0.171,-1.5%
O=C(O)c1ccccc1Nc1ccc([N+](=O)[O-])cc1C(=O)O,/,/,/,4.9,677,/,/,0.01,976,/,0.1,1241,/,/,-0.333,-0.219,0.148,0.228,/
O=C(Nc1cccc(Cl)c1)Nc1ccccc1C(=O)NCc1ccco1,1.3,1.4,5.0,6.8,774,i,6.2,/,/,-2.6%,-3.1,1130,6.8,-22.3,-0.479,-0.219,-0.152,0.824,-1.3%
COCCN1Cc2cccc(C(=O)NCc3ccccc3OC)c2C1=O,2.5,2.0,16.7,-6.7,724,i,22.8,-0.21,1267,1.2%,/,/,-15.9,-9.9,0.832,-0.1,0.772,-0.0942,-1.7%
CCOc1ccc(NC(=O)CCN2CCN(c3ccccc3F)CC2)cc1,2.3,1.2,3.1,-3.4,773,i,5.0,-0.55,989,-0.6%,/,/,0.8,15.8,-0.569,-0.0894,-0.417,0.524,0.8%
COc1ccc(/C=N/NC(=O)c2cccnc2)cc1CSc1nc2ccccc2s1,12.9,63.7,34.8,-18.7,517,i,23.6,1.04,1109,-9.5%,153.0*,207*,32.1,-3.7,-1.07,-0.281,-0.734,0.805,1.5%
CN(Cc1ccccc1)C(=O)CSc1nc2ccccc2c(=O)n1Cc1ccco1,7.1,2.4,11.9,-41.2,681,i,16.6,/,/,-5.5%,-0.2,1134,24.0,-5.4,-0.677,-0.0105,0.193,0.26,-0.8%
Cc1ccccc1C(=O)N1CCC(C(=O)Nc2ccc3c(c2)OCCO3)CC1,3.9,2.7,0.8,-0.1,764,i,-37.7,0.71,879,-9.9%,-5.4,1199,2.2,-1.6,1.18,-0.171,0.448,-0.271,-1.7%
O=c1[nH]c(CSc2nnc(Cc3ccccc3)o2)nc2ccccc12,2.1,2.1,8.6,18.4,723,i,0.3,-0.6,1294,-3.0%,0.0,1069,-0.3,11.5,-0.377,-0.313,-0.348,0.669,-2.8%
Cc1ccc(-n2ncc3c(=O)n(CC(=O)Nc4cccc(Cl)c4)cnc32)cc1C,3.0,2.0,1.4,/,/,i,11.3,-0.01,1569,-2.2%,-3.1,981,0.1,10.5,-0.504,-0.438,0.0366,-0.0359,0.8%
COc1ccc(CNC(=O)CCSCc2ccc(C)cc2)cc1,3.1,1.8,10.6,-61.5,586,i,-32.2,-0.89,823,-1.6%,-2.0,1082,22.1,25.5,2.15,-0.248,1.17,-1.05,-0.8%
CN(C(=O)Cn1cc(C#N)c2ccccc21)c1ccccc1,2.2,1.6,0.1,-19.0,593,i,2.4,0.14,1670,-7.5%,0.7,922,17.6,11.0,0.424,-0.314,0.0725,0.802,4.2%
Cc1ccc(O)c(NC(=O)c2noc3c2CCCCC3)c1,2.4,2.1,4.5,3.3,658,i,5.2,0.91,1297,-0.8%,0.6,1102,9.2,-5.5,-0.604,-0.361,-0.00374,1.03,-6.9%
O=C1Cc2ccccc2C(c2ccccc2)N1 (stereo not drawn),4.4,2.7,1.7,4.0,719,i,23.9,/,/,-6.8%,-6.3,1096,5.0,12.9,-0.537,-0.229,-0.508,-1.5,0.5%
CCOc1ccc(NC(=O)Cn2c(=O)n(CC3CCCO3)c(=O)c3ccccc32)cc1 (stereo not drawn),2.7,2.8,6.6,-4.6,738,i,3.3,-0.1,1286,0.3%,1.8,1013,-9.4,8.8,-0.309,-0.323,-0.291,0.406,-3.5%
COc1ccccc1CN1CC(C(=O)NCC2CCCO2)CC1=O (stereo not drawn),1.8,2.4,11.3,/,/,i,-22.6,-0.06,1557,0.2%,-0.5,1349,3.0,12.7,-0.282,-0.112,-0.0932,0.00399,0.5%
COc1ccc(-n2cnc3cc(NC(=O)c4ccco4)ccc32)cc1,1.3,1.7,2.9,13.4,712,i,-2.0,/,/,-6.1%,/,/,-0.9,9.6,-0.845,0.342,-0.0925,0.574,-1.5%
CC(C)(c1ccccc1)c1ccc(OCCCN2CCNCC2)cc1,2.6,1.6,5.6,-11.6,696,i,24.0,-0.44,946,3.0%,1.5,1285,96.7,97.1,4.5,1.43,1.7,-2.95,-3.2%
Cc1nnc(SCC(=O)Nc2ccc(N3CCOCC3)cc2)o1,2.8,1.5,4.6,4.0,649,i,3.3,-0.15,1787,-2.5%,-0.9,1052,-3.8,6.2,-0.762,-0.249,-0.31,-0.0464,-2.2%
Clc1cccc(OCCCN2CCCC2)c1Cl,6.6,2.7,7.6,-39.5,669,i,-13.8,-0.2,1384,0.1%,1.3,571,5.9,7.2,-0.702,-0.29,-0.725,0.573,-0.2%
O=C(CC1SC(=O)N(c2ccccc2)C1=O)Nc1ccccc1 (stereo not drawn),3.9,2.0,7.5,/,/,i,-5.0,-0.54,1250,-5.3%,-2.5,808,-7.1,2.9,-0.542,-0.186,0.0707,-0.0648,-0.6%
c1ccc2c(c1)OCC(c1nnc3sc(-c4cnccn4)nn13)O2 (stereo not drawn),1.1,1.7,7.7,-2.3,647,i,1.2,0.52,1187,-3.6%,0.9,1066,6.1,5.3,-1.37,0.33,-0.635,0.273,/
CCCCCC(=O)N1CCCCC1,/,/,/,0.2,700,/,/,-0.3,1416,/,0.2,1109,/,/,0.321,-0.12,-0.028,0.0661,/
c1ccc(CCn2nnnc2C(c2cccnc2)N2CCN(c3nc4ccccc4s3)CC2)cc1 (stereo not drawn),5.1,2.8,5.3,/,/,i,12.4,0.3,1154,-7.6%,-3.4,926,31.1,21.1,-0.622,-0.0578,-0.0193,-0.0235,5.0%

# Screening data (PubChem)
